EPAC2 agonist: agonists of human EPAC2 (RAPGEF4). Q8WZA2. EPAC2 activation, biochemical qHTS; response scale: 100% = 6.5 mM cAMP response. Potency, µM (highest dose often 154 µM), for inactives: top-dose activation, actives largely listed as activators. 360,000 compounds, 0.079% hits. AID 720711; further: potency means the concentration at half of the fitted maximal effect; nearly all actives have a fitted effect of over 50% in size
Target sequence (Q8WZA2 whole entry, looked up): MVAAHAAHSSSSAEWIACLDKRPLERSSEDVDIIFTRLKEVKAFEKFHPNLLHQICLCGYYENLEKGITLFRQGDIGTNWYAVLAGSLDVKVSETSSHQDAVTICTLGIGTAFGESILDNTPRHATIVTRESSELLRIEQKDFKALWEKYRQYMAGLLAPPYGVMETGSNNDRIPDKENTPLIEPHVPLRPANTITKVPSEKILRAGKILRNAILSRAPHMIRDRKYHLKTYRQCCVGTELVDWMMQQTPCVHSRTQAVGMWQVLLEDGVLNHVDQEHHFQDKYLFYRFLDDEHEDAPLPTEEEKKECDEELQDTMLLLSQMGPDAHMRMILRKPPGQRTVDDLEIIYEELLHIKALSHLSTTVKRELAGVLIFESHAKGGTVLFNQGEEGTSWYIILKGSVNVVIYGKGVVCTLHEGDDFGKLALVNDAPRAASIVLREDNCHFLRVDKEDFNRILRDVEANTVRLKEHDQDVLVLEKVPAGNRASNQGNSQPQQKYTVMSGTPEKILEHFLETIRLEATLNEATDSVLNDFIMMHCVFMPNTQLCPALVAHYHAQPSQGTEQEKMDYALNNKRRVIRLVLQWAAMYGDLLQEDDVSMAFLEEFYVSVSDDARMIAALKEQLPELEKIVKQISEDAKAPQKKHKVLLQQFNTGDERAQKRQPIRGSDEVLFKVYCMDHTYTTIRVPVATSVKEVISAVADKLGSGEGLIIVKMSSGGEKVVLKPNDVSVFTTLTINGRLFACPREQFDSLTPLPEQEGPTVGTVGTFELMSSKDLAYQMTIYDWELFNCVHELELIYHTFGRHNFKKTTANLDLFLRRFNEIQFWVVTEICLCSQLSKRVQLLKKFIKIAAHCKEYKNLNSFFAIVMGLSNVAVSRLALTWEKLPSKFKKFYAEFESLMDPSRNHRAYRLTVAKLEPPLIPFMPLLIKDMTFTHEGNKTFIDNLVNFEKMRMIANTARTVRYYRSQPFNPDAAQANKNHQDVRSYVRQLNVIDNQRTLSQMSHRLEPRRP
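Fluorescence exchange assay: 100 nM EPAC2 with 250 nM RAP1B-BODIPY-GDP and 50 uM GDP; compounds tested as a concentration-titration series (qHTS). Loss of Rap1-bound BODIPY-GDP fluorescence read at 480/540 nm; data normalized to 6.5 mM cAMP.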
IL-2 act: IL-2 activation | 360,000 compounds, 0.065% hits | IL-2 activation reporter assay, cell-based qHTS; stimulated with anti-CD3/CD4/CD28 beads; in transgenic mouse T cells | activation, % (series mostly up to about 46 µM); in the data active means activation above about 50%; inconclusive means mostly about 30% to 49%; further: 0% is about no effect
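EGFP and DsRed fluorescence is measured by plate cytometry in unstimulated transgenic mouse T cells exposed to compound for 60 minutes, then stimulated 18 hours at 37 degrees C with anti-CD3/anti-CD4 beads plus anti-CD28.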
ATXN2 expr inh: ATXN2 expression inhibition; Potency, µM (highest dose often 57 µM), without a hit: top-dose activity change, negative = inhibition, hits mostly inhibitors; AID 1745845; 360,000 compounds, 0.72% hits; HEK-293 ATXN2-luciferase reporter, luminescence, 24 h; further: potency means the concentration at half of the fitted maximal effect; on the % scale 0 is the no-effect control and ±100 the full control effect; nearly all actives have a fitted effect of over 55% in size
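ATXN2-luciferase reporter cells (luciferase flanked by upstream and downstream ATXN2 gene portions) were treated 24 h at 37 °C with compounds at up to 57 uM. SteadyGlo luminescence gave expression; GF-AFC fluorescence gave viability.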
A549 viability: counter-screen for Nrf2 inhibitors: cytotoxicity in A549 cells; Potency, µM (series often up to 46 µM), without a hit: at the top dose activity change, negative = cytotoxicity, most hits filed as inhibitors; AID 504648; A549 ARE-Fluc cells, CellTiter-Fluor viability, 18-24 h; 390,000 compounds, 0.16% hits; further: potency means the concentration at half of the fitted maximal effect; on the % scale 0 is the no-effect control and ±100 the full control effect
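A549 ARE_Fluc cells in 5% FBS OPTI-MEM were exposed to compounds in concentration-response for 18-24 h at 37 deg C. Viability was read by CellTiter-Fluor fluorescence (Ex 405/Em 525) after 30 min, before the luciferase read.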
Nrf2 block: inhibitors of Nrf2 signaling | AID 504444 | A549 ARE-Fluc reporter, luciferase luminescence, 18-24 h | 360,000 compounds, 2.1% hits | Potency, µM (doses to about 46 µM), for the others: at the top dose activity change, negative = inhibition, actives largely listed as inhibitors; further: potency means the concentration at half of the fitted maximal effect; on the % scale 0 is the no-effect control and ±100 the full control effect; nearly all actives have a fitted effect of over 60% in size
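Nrf2 function is reported as luminescence of an ARE-controlled luciferase in A549 cells. Compounds were tested at several concentrations, and a CellTiter-Fluor read on the same wells flagged cytotoxicity.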
ATXN viability: reduces viability in counter-screen for ATXN expression inhibitors; S2 cells (HEK-293 line with an ATXN2-luciferase reporter) viability, CellTiter-Fluor protease fluorescence, 24 h; Potency, µM (titrated, usually from 56.7 µM), actives largely listed as cytotoxic; 400,000 compounds, 0.49% hits; AID 651635; further: potency means the concentration at half of the fitted maximal effect; nearly all actives have a fitted effect of over 40% in size
Nrf2 activator: activators of Nrf2 (ARE) signaling | AREc32 ARE-luciferase reporter (MCF7-derived line), luminescence, 24 h | Potency, µM (series often up to 46.1 µM), without a hit: top-dose activation, usual class: activators | 410,000 compounds, 0.31% hits | AID 624171; further: potency means the concentration at half of the fitted maximal effect; % of control where 0% means no effect; nearly all actives have a fitted effect of over 65% in size
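ARE-driven firefly luciferase activity in AREc32 cells measured after a 24 hr compound exposure at 37 deg C, using Steady-Glo reagent and a 30 min room-temperature hold.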
TGFb inhibitor: TGF-b pathway inhibition; HepG2 CAGA-GFP TGF-b/SMAD3 reporter, GFP fluorescence, 18 h; TGF-beta stimulated, 500 pg/mL final; Potency, µM (series often up to 46.1 µM), without a hit: top-dose activity, negative = inhibition, usual class: inhibitors; 410,000 compounds, 1.2% hits; further: potency means the concentration at half of the fitted maximal effect; on the % scale 0 is the no-effect control and ±100 the full control effect; nearly all actives have a fitted effect of over 65% in size
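HEPG2 CAGA-GFP reporter cells (1000/well, DMEM with 1% FBS) received compounds, then recombinant TGF-beta at 500 pg/mL final for 18 hours at 37 degrees C. Per-cell GFP summed per well was normalised to unstimulated and stimulated DMSO controls before curve fitting.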
HepG2 tox: HepG2 cytotoxicity, counter-screen for TGF-b inhibitors | HepG2 CAGA-GFP viability, ATP luminescence, 18 h | Potency, µM (highest dose often 46.1 µM), inactives show at the highest dose activity change, negative = cytotoxicity, hits mostly cytotoxic | 410,000 compounds, 0.76% hits; further: potency means the concentration at half of the fitted maximal effect; some results filed as inactive show a strong effect at the top dose
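CellTiter-Glo luminescence gave cytotoxicity after 18 hours at 37 degrees C. The cells were HepG2 CAGA-GFP in 1% FBS DMEM, stimulated with 500 pg/mL TGF-beta after compound addition. %Activity was normalised to no-cell wells (complete cell-killing) and DMSO (no toxicity), and curves were fitted and classified.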
* marks the source's active call; other numbers are inactive results; i = inactive; u = inconclusive; x = not tested or not shown; [ ] = dose if it differs, or a comment. Unless noted, the call rests on the fitted dose curve; in most records, active means well fitted curve in the direction sought with a large enough effect; inconclusive means small, poorly fitted or top-dose-only effect, or another doubt; inactive means no such curve, though single readings can be large; an effect the other way counts as inactive or inconclusive.

Every second line gives: EPAC2 agonist, IL-2 act, ATXN2 expr inh, A549 viability, Nrf2 block, ATXN viability, Nrf2 activator, TGFb inhibitor, HepG2 tox
COc1ccc(-c2nc(SCC(=O)Nc3ccc4c(c3)OCO4)c(-c3ccc(OC)cc3)[nH]2)cc1
  x, x, -29%, 0%, -17%, u, 0.2%, u, -78%
CCOc1ccc(/C=N/NC(=O)C2CC2)c(OCC)c1
  5%, -1.6, -5%, -1%, 5%, i, -0.3%, -10%, -15%
Cc1ncc(CO)c2c1Oc1nc(-c3ccc(F)cc3)nc(SCc3ccc(F)cc3Cl)c1C2
  x, x, 4%, 11%, 22%, i, -0.9%, -5%, -1%
O=C(Cn1nc(-c2ccco2)ccc1=O)Nc1ccc(Br)cc1
  -8%, -1.7, 11%, 0%, 3%, i, 16%, -20%, 11%
Cc1ccccc1CN1c2ccccc2-c2nc(SCC(N)=O)ncc2S1(=O)=O
  x, x, -9%, 9%, 20%, i, -0.1%, 4%, -26%
CCCNC(=O)N(C)C[C@@H]1Oc2ncc(-c3ccncc3)cc2C(=O)N([C@H](C)CO)C[C@@H]1C
  0%, -1.9, 0%, x, x, i, 0.1%, 5%, 6%
COc1ccccc1C(O)Cc1nc2ccccc2n1C (stereo not given)
  -4%, 1.3, 7%, -1%, x, i, 2.9%, 3%, -3%
CCOc1ccc(NC(=O)C2CCCN(S(=O)(=O)c3cnc[nH]3)C2)cc1 (stereo not given)
  8%, 1.7, 1%, -2%, -14%, i, 0.1%, -27%, -43%
CCOC(=O)N1CCC(NC(=O)CCc2nc(-c3ccc(C)cc3)no2)CC1
  8%, 0.1, -11%, 3%, x, u, 0.1%, 6%, 20%
CC(C)NC(=O)N(C)C[C@H]1Oc2ccc(NC(=O)Nc3ccccc3)cc2C(=O)N([C@H](C)CO)C[C@@H]1C
  2%, 0.6, 2%, 2%, -5%, i, -0.7%, -21%, -10%
CN(CC(=O)Nc1ccccc1Sc1ccccc1)Cc1nc2ccccc2c(=O)[nH]1
  10%, 3.8, 2%, 1%, 15%, i, 5.2%, u, 0%
Cc1ccc(OCC(=O)N/N=C/c2cn[nH]c2-c2ccc(Cl)c(Cl)c2)cc1
  -11%, -3.0, -21%, u, u, i, 3.6%, u, -64%
CCCCNC(=O)Nc1nnc(-c2ccccc2)o1
  3%, -1.2, 10%, -6%, -11%, i, 2.2%, 7%, 1%
CC(NS(=O)(=O)c1ccccc1)C(=O)Nc1nccs1 (stereo not given)
  1%, -2.6, -4%, 0%, -11%, i, 0.4%, 12%, -12%
CCOC(=O)c1ccc(NC(=S)N(CCCN2CCCC(C)C2)Cc2cccs2)cc1 (stereo not given)
  -1%, -2.0, -22%, u, -13%, i, -0.2%, 3%, 0%
Cc1ccc(CN2CCSc3ccc(C(=O)NC4CCCC4)cc32)cc1
  1%, -4.6, 7%, 0%, 12%, i, 0.1%, -1%, -7%
CCC(C)[C@H](NC(=O)N1CCn2c1nc1ccccc12)C(=O)NCCc1ccc(OC)c(OC)c1 (stereo not given in full)
  1%, 1.6, x, -2%, 7%, u, 0.3%, u, -36%
CC(NC(=O)[C@H](NC(=O)[C@@H]1Cc2ccccc2CN1)c1ccccc1)c1ccccc1 (stereo not given in full)
  5%, 0.3, 5%, 4%, 2%, i, 0.4%, 3%, -1%
C/C(=C\c1cccc(Cl)c1)C(=O)c1c(C)cc(C)[nH]c1=O
  6%, 0.3, -2%, 0%, u, i, u, -2%, -8%
CCN(C(=O)CCCC(=O)N(CC)c1ccccc1)c1ccccc1
  -10%, 1.8, -4%, 10%, -9%, i, 1.9%, 15%, 0%
O=C(NNC(=O)c1cc(Br)ccc1O)c1csc(N2CCOCC2)n1
  -1%, -0.9, u, -3%, -35%, u, -0.8%, -39%, -19%
COc1ccccc1NC(=O)CN(c1ccccc1F)S(C)(=O)=O
  -1%, -2.4, -6%, -18%, -17%, i, 0.3%, -4%, -11%
Cc1ccc(CNC(=O)NC23CC4CC(CC(C4)C2)C3)cc1
  4%, -0.5, 10%, 24%, 1%, i, 0.1%, -2%, -11%
Cc1c(Cl)cccc1NC(=S)NCCc1ccccn1
  6%, 3.2, 3%, 2%, -4%, i, 0.1%, -7%, -37%
CC(C)CC(C(=O)NC1CCCC1)N(Cc1ccc2c(c1)OCO2)C(=O)c1snc(C(N)=O)c1N (stereo not given)
  -3%, -3.3, -13%, 1%, 4%, i, -0.8%, -18%, 9%
COc1ccccc1CC(=O)Nc1ccc2[nH]ncc2c1
  7%, 0.1, -3%, 0%, 1%, i, -0.2%, 0%, 6%
CCS(=O)(=O)N1CCCc2cc(C(=O)Nc3cccc(C(C)=O)c3)ccc21
  x, x, -25%, 11%, -7%, u, 5.1%, 23%, -15%
O=C(O)CCC(=O)Nc1cc(C(F)(F)F)cc(C(F)(F)F)c1
  -2%, -0.3, x, 0%, -19%, i, 0.2%, 6%, -19%
COc1ccc(C(CNc2ccc(S(=O)(=O)N3CCN(C)CC3)cc2[N+](=O)[O-])N(C)C)cc1 (stereo not given)
  -4%, -1.7, 5%, -6%, 3%, i, 0.3%, -17%, -9%
COC(=O)Cn1c(=O)c2c(nc3n2CC(C)CN3c2ccc(C)c(C)c2)n(C)c1=O (stereo not given)
  6%, -3.9, 3%, 8%, -24%, i, -0.2%, -2%, 0%
c1ccc(Oc2cccc(OCCCn3cncn3)c2)cc1
  5%, 0.1, 7%, -2%, 12%, i, 0.5%, -2%, -16%
COc1cc(-c2nc3c(c(C)nn3-c3ccccc3)c3cc(OC)c(OC)cc23)ccc1O
  10%, -0.8, -24%, 5%, x, i, -0.2%, 19%, -68%
CCOC(=O)c1cnn(-c2ncnc3c2oc2ccccc23)c1N
  2%, -2.0, 42%[activator], 0%, 22%, u, 1.7%, u, -1%
CCN(C(=O)COC(=O)/C=C/c1ccccc1)C1CCCCC1
  0%, -0.3, 0%, -2%, 2%, i, 5.2%, -3%, -4%
CCc1ccc(NC(=O)c2ccc(F)c(S(=O)(=O)N3CCN(c4cc(C)ccc4C)CC3)c2)cc1
  x, x, x, -3%, x, x, -0.2%, 0%, 1%
O=C(O/N=C(/c1ccccc1)c1ccncc1)c1cccc(F)c1
  -7%, 0.0, -5%, 0%, 5%, i, -1.3%, -5%, -9%
C=CCn1c(SCC(=O)Nc2ccc(O)cc2)nc2sc(CC)cc2c1=O
  5%, -1.0, -3%, -8%, u, i, 4.5%, -2%, -21%
COc1cc(C2C3=C(CC(C)(C)CC3=O)N(C)C3=C2C(=O)CC(C)(C)C3)cc(Br)c1O
  -1%, -0.7, x, 24%, 27%, u, -1.1%, -21%, 1%
Cc1cccn2c(=O)c3cc(S(=O)(=O)c4ccccc4)c(=N)n(Cc4cccnc4)c3nc12
  3%, -3.2, 3%, u, u, i, 0.0%, -4%, 11%
Cc1ccccc1NC(=O)c1cccc(C(=O)Nc2ccccc2C)c1
  2%, -3.2, -31%, 2%, -17%, i, -0.8%, u, -36%
Cc1nc(SCC(=O)Nc2ccc(Cl)cc2C(F)(F)F)[nH]c(=O)c1Cc1ccccc1
  x, x, 13%, -1%, 3%, i, -0.3%, u, -26%
Cc1cc(C(=O)N2CCC2(C)C(=O)O)c(C)o1 (stereo not given)
  23%, 0.2, 11%, x, x, i, -0.6%, 0%, -12%
COc1cccc(NC(=O)c2ccc(NC(=O)C(C)C)cc2)c1
  1%, 1.2, 13%[11.3 µM], -1%, u, u, 3.5%, 71%[activator], 19%
COc1ccc2ccccc2c1C(O)c1nccn1C (stereo not given)
  100µM*, 5.6, -10%, 4%, 14%, i, -0.4%, 155%[activator], 7%
CCOC(=O)c1oc2ccccc2c1COC(=O)CNC(=O)c1ccccc1
  17%, -1.6, 1%, 5%, -6%, i, -0.3%, 4%, -2%
CCOc1ccccc1C(=O)NCC(=O)OCC(=O)c1c(N)n(C)c(=O)n(C)c1=O
  4%, 1.1, x, 0%, 2%, i, -0.9%, 14%, -9%
O=C(O)c1ccc(S(=O)(=O)N(Cc2ccccc2)Cc2ccccc2)cc1
  5%, 9.2, 4%, 2%, 2%, i, -0.9%, -9%, 5%
COc1ccc(NC(=O)C(C)SCc2ccccc2)cc1OC (stereo not given)
  5%, -1.7, 2%, -1%, u, i, 2.7%, 0%, 7%
CN(CC(=O)N1CCN(Cc2ccccc2)CC1)C(=O)Cc1cccc2ccccc12
  1%, -0.3, -15%, -5%, -13%, u, 0.3%, 14µM*, -8%
COc1ccc(-n2c(=S)[nH]c3cc(C(=O)NCc4ccccc4OC)ccc3c2=O)c(OC)c1
  7%, -1.2, 0%, -3%, u, u, -0.4%, 0%, -7%
CN(C)C(=O)/C=C\c1cn(-c2ccccc2)nc1-c1ccc2c(c1)OCCO2
  6%, 0.7, 1%, -5%, u, i, 0.4%, -1%, -14%
CC(=NCCN1CCN(C(C)=C2C(=O)c3ccccc3C2=O)CC1)C1=C(O)CC(C)(C)CC1=O
  -6%, -1.6, 25%, -3%, u, i, 3.0%, -2%, -3%
O=C(CSc1nc2[nH]ncc2c(=O)[nH]1)NCc1ccccc1
  2%, -2.1, -12%, 5%, 16%, i, -1.1%, 17%, 21%
O=C(CN1CCCC1)Nc1c(C(=O)C2CC2)oc2ccccc12
  1%, -0.1, -12%, -6%, 7%, i, 0.1%, -9%, 0%

Two of the compounds above, tab-delimited.
mol	EPAC2 agonist	IL-2 act	ATXN2 expr inh	A549 viability	Nrf2 block	ATXN viability	Nrf2 activator	TGFb inhibitor	HepG2 tox
COc1cc(-c2nc3c(c(C)nn3-c3ccccc3)c3cc(OC)c(OC)cc23)ccc1O	10%	-0.8	-24%	5%	x	i	-0.2%	19%	-68%
CCOC(=O)c1cnn(-c2ncnc3c2oc2ccccc23)c1N	2%	-2.0	42%[activator]	0%	22%	u	1.7%	u	-1%

Source: PubChem BioAssay
